PGC1a acetyl inh: inhibitors of PGC1a acetylation signal, primary screen, cell-based, U2OS, AlphaScreen, inhibitor mode; 350,000 compounds, 0.17% hits; AID 651687, 2012; inhibition, % at 15.6 µM; AlphaScreen anti-acetyl-lysine; with virally co-expressed GCN5 acetyltransferase;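 active = every replicate shows inhibition of at least 40%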;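 note: 0% = neutral control wells and 100% = positive control wells; some results beyond the cut were filed as inactive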
LGR2 inh: inhibitors of bursicon-induced LGR2 CRE-luciferase signal, primary screen, cell-based, HEK293, CRE-luciferase reporter, bursicon stimulation. Drosophila bursicon receptor LGR2 (rickets). bursicon-stimulated, 4 h. inhibition, % at 9.99 µM. 380,000 compounds, 0.35% hits. AID 720647, 2013;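 active = drop in luminescence signal, shown as inhibition above about 50% in the replicate tests, limit read from the data, passing the limit was not always enough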;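 note: agonist challenge used bursicon conditioned medium at about half maximal strength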
PglD DTNB: C. jejuni PglD acetyltransferase inhibitors, primary screen, biochemical, DTNB colorimetric, single point | UDP-N-acetylbacillosamine N-acetyltransferase PglD (Campylobacter jejuni) | purified PglD enzyme, DTNB colorimetric CoA detection | inhibition, % at 12.5 µM | 360,000 compounds, 0.098% hits; in the data active = inhibition above about 16%, passing the limit was not always enough; note: strong numbers were not always called active
FN deposition inh: inhibitors of fibronectin matrix deposition, primary screen, AH1F cells, Alexa488-fibronectin fluorescence, plate reader. AH1F fibroblasts, overnight. inhibition, % at 12.6 µM. 350,000 compounds, 0.086% hits. AID 743247, 2014;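 active = mean inhibition across replicates of 30% or more, regardless of how many single replicates reach that level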;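 note: positive control wells lacked labelled fibronectin entirely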
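Schedule: 1 h cell adhesion before compound, then overnight fibronectin incubation; test system: AH1F fibroblast monolayer depositing Alexa488-labelled fibronectin into matrix; quantity: 10000 AH1F cells per well; probe or stimulus: fluorescent fibronectin at 24 nM final; signal: fluorescence, ex 485 nm, em 525 nm; evaluation: percent inhibition as loss of matrix-bound fibronectin fluorescence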
S100A4 inh HTS: inhibitors of S100A4-myosin IIA peptide binding, primary screen, biochemical, fluorescence polarization, TAMRA-MyoIIA peptide; Protein S100-A4 (Homo sapiens), P26447; inhibition, % at 10.7 µM; 360,000 compounds, 0.14% hits; AID 652163, 2013;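 active = mean inhibition of at least 70% across replicates, with every replicate also reaching that level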
Target sequence (P26447 whole entry, looked up): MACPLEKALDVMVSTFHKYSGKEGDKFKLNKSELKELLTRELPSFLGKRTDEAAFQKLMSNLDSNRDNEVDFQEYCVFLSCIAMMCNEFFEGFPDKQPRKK
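Material: S100A4 monomer protein / Buffer or medium: 50 mM HEPES pH 7.2, 10 mM CaCl2, 100 mM KCl / Times: 5 min incubation before reading / Benchmarks: neutral control DMSO, positive control TFP / Reagent: labelled myosin peptide probe, 5 nM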
ERAP1 HTS inh: human ERAP1 aminopeptidase inhibitors, primary screen, biochemical, single point, plate reader; inhibition, % at 10.7 µM; recombinant ERAP1, Leu-AMC fluorescence, 60 min; Endoplasmic reticulum aminopeptidase 1 (Homo sapiens), Q9NZ08; 340,000 compounds, 0.15% hits;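 active = mean replicate inhibition of at least 30%, or all replicates individually reaching that 30% level; inactive = mean below 30% and not every replicate reaching it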;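 note: 0% = neutral control wells and 100% = L-leucinethiol positive control wells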
Target sequence (Q9NZ08 whole entry, looked up): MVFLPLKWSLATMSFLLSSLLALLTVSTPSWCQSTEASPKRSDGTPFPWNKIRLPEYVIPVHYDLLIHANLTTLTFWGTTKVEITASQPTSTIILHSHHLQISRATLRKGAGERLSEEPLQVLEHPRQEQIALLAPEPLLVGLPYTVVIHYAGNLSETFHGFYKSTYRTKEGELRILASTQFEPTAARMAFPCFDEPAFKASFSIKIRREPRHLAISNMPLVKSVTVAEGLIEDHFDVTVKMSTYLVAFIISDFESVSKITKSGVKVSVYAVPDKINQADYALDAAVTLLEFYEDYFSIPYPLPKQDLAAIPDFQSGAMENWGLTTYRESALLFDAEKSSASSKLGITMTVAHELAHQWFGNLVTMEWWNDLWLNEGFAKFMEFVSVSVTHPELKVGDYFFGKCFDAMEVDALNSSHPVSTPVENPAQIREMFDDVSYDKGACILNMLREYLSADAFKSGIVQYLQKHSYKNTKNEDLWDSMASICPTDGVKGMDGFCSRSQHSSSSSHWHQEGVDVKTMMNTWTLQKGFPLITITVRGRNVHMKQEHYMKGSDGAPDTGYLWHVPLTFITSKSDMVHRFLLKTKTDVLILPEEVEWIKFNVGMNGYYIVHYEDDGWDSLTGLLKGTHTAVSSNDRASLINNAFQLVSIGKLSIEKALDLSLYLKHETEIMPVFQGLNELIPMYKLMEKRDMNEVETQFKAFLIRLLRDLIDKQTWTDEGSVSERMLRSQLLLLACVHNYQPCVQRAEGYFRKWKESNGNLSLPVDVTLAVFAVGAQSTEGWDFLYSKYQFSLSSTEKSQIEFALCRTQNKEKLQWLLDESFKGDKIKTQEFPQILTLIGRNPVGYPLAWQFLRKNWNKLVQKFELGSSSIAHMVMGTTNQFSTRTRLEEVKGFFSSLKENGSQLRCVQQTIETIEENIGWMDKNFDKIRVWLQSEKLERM
PAX8 inh HTS: inhibitors of PAX8-driven TPO luciferase reporter, primary screen, RMG-I cells, single concentration. 360,000 compounds, 1.2% hits. SteadyGlo, 24 h. inhibition, % at 12.6 µM. AID 652154, 2013;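 active = mean replicate inhibition at least 60% with every replicate also reaching 60%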;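 note: luciferase light reporting Pax8 driven TPO promoter activity; plate controls were median of neutral control wells for no effect and mitoxantrone controls for full effect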
EWS-Fli block: EWS/Fli-driven NR0B1 reporter inhibitors, primary screen, A673 cells, NR0B1 luciferase, luminescence, MLPCN library. viability-normalised. 350,000 compounds, 0.67% hits. inhibition, % at 12.6 µM. AID 651661, 2012;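 active = mean inhibition of at least 50% after viability correction, with every replicate also passing that limit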;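 note: firefly luciferase signal divided by Alamar Blue viability fluorescence both relative to DMSO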
Starred values were filed as active, the others as inactive; . = no result given.

SMILES | PGC1a acetyl inh | LGR2 inh | PglD DTNB | FN deposition inh | S100A4 inh HTS | ERAP1 HTS inh | PAX8 inh HTS | EWS-Fli block
CC(=O)Nc1nnc(SCC(=O)N2CCc3ccccc32)s1 | . | 15 | 0 | -3 | 2 | -1 | 2 | 1
O=C(NCc1nnc2c(C(F)(F)F)cc(Cl)cn12)c1cccs1 | 5 | 10 | 4 | 7 | -2 | -3 | 2 | .
CCS(=O)(=O)N1CC(=O)N2[C@H](CO)[C@@H](c3ccc(C#CCC4CCCC4)cc3)[C@H]2C1 | -5 | -30 | . | . | -22 | 3 | . | .
O=C(CCc1ccccc1)N=C1SC2CS(=O)(=O)CC2N1c1cccc(F)c1 (stereo not given) | 2 | 7 | 10 | -10 | 1 | -2 | 7 | -12
COc1ccc(NC(=O)Nc2cccc3c2O[C@@H](CN(C)S(C)(=O)=O)[C@@H](C)CN([C@H](C)CO)C3=O)cc1 | 6 | -4 | 2 | . | 7 | 0 | . | -5
O=C1CN(S(=O)(=O)Cc2ccccc2)C[C@@H]2[C@@H](c3ccc(C#CCC4CCCC4)cc3)[C@H](CO)N12 | 3 | 5 | . | . | 18 | 2 | 22 | 4
COCCn1c(SCC(=O)Nc2cc(C)on2)nnc1-c1ccccc1 | -1 | -2 | -2 | 5 | -1 | -1 | -1 | 3
COc1ccc(C(O)c2ncc(-c3cccc4ccccc34)[nH]2)cc1F (stereo not given) | -14 | 4 | -3 | 8 | -4 | 2 | -2 | 4
CC1=C(C(=O)OCC2CCCO2)C(c2ccsc2)C2=C(CCCC2=O)N1 (stereo not given) | -7 | 11 | -3 | 0 | -8 | 3 | -1 | 3
Cc1ccc(NC(=O)CSc2nc3ccccc3c(=O)n2Cc2cccs2)cc1 | . | -3 | 3 | 2 | 56 | -1 | 66* | -22
C[C@@H]1CN([C@@H](C)CO)C(=O)Cc2cc(NC(=O)C3CC3)ccc2O[C@H]1CN(C)CC1CCCCC1 | -2 | -7 | 0 | . | 6 | 3 | . | -6
CCC1CCCCN1C(=O)COC(=O)CSc1ccc(C(N)=O)cc1[N+](=O)[O-] (stereo not given) | 20 | 7 | 0 | 4 | -3 | 3 | -12 | 2
CCOC(=O)C1=C[C@@H](CC)N(S(=O)(=O)c2ccccc2)[C@H]1c1ccccc1 | -29 | . | 3 | -15 | -6 | 1 | 2 | 10
COCc1c(C(=O)Nc2ccc(C)c(S(=O)(=O)N3CCOCC3)c2)oc2ccccc12 | -11 | -28 | 2 | 1 | -4 | 2 | -25 | -33
O=C1C2C3C=CC(CC3)C2C(=O)N1c1ccc(Br)cc1[N+](=O)[O-] (stereo not given) | -3 | 6 | -6 | 2 | 3 | -6 | 7 | 1
CCCNC(=O)[C@@H]1[C@@H](CO)[C@@H]2Cn3c(ccc(-c4cccc(OC)c4)c3=O)[C@H]1N2CC | -2 | -2 | . | . | 5 | -3 | . | 1
CC1=CCC(C(=O)O)C(C(=O)Nc2nc3ccc(S(C)(=O)=O)cc3s2)C1 (stereo not given) | -2 | . | 2 | -4 | . | . | 13 | .
O=C(CSc1nnc(-c2cccnc2)o1)Oc1ccccc1 | -4 | . | 1 | 9 | . | . | -20 | .
Cc1ccc(N(C)C(=O)n2cnc3ccccc32)cc1 | -1 | . | -4 | -7 | 1 | -2 | 8 | 3
CCOC(=O)N1CCC(N2Cc3cccc(C(=O)O)c3C2=O)CC1 | 0 | -3 | -5 | -1 | 0 | 1 | 5 | 5
COc1ccccc1Cc1c(-c2ccccc2)nc2cc(C)c(Br)c(C)n12 | . | 16 | . | -12 | 5 | 6 | 29 | -35
CCc1ccc(NC(=O)CC2C(=O)N(c3cccc(OC)c3)C(=O)N2CCOC)cc1 (stereo not given) | . | . | 0 | 1 | 2 | 0 | 20 | 5
[N-]=[N+]=Nc1ccccc1C[C@]1(C(=O)N2CCOCC2)N=C(c2ccc(OCCCO)cc2)O[C@H]1c1ccccc1 | -15 | . | 10 | . | 19 | -3 | 4 | 13
Cc1ccc(-c2nnn(CC(=O)N(CC(=O)NC(C)C)c3cnc4ccccc4c3)n2)o1 | -3 | 5 | -2 | . | -4 | 4 | . | 5
Cc1ccc(-c2noc(-c3ccno3)n2)cc1 | . | -60 | . | -2 | 1 | 3 | -47 | -75
(further entries)
SMILES | PGC1a acetyl inh | LGR2 inh | PglD DTNB | FN deposition inh | S100A4 inh HTS | ERAP1 HTS inh | PAX8 inh HTS | EWS-Fli block
CCOc1ccc(CCNC(=O)Cc2ccc(NC3=NC4CS(=O)(=O)CC4S3)cc2)cc1 (stereo not given) | 8 | -13 | -3 | 6 | 4 | 3 | -24 | -1
CCn1c(SCC(=O)NC2CCCCC2)nnc1-c1ccccn1 | -3 | -4 | 4 | -3 | -4 | 4 | -22 | 1
Cc1cc(NC(=O)C(Cl)Cl)cc2c1OCO2 | 10 | 6 | 0 | . | -2 | -3 | 11 | -1
COc1cc2cnc(-c3ccsc3)c(-c3ccc(F)cc3)c2cc1OC | -10 | -8 | 0 | 0 | 5 | -3 | -7 | 14
Cc1onc(-c2ccccc2)c1CNS(=O)(=O)c1cccc(Cl)c1 | 1 | 36 | -3 | 3 | -3 | . | -5 | -8
O=C(C[C@@H]1C=C[C@@H](NC(=O)c2ccc(F)cc2)[C@@H](CO)O1)NCc1ccncn1 | 16 | 10 | 9 | -5 | 5 | -1 | 0 | 11
Cc1cc(Nc2ccccc2F)n2nc(C)nc2n1 | . | -12 | -3 | 3 | -1 | 0 | -21 | -3
Cc1nc(-c2ccc(F)cc2)c(CC(=O)N(C)CC(=O)Nc2ccccc2Cl)s1 | 5 | 8 | 0 | 7 | -2 | 2 | -15 | -11
Cn1cc(C(=O)NCc2ccc(F)cc2)c(=O)c2cc(S(=O)(=O)N3CCCCC3)ccc21 | -15 | -15 | . | -5 | 1 | 3 | -6 | 9
CSc1nnc(C)c(/C=C/NOCc2cccc(F)c2)n1 | -1 | 7 | -5 | . | -8 | -1 | 12 | -6
CCOC(=O)c1c(NC(=O)c2c(C(=O)O)cccc2[N+](=O)[O-])sc(C)c1C | -6 | . | 2 | -5 | -4 | -5 | 0 | 1
CNC(=O)C[C@H]1CC[C@@H]2[C@@H](COc3ccc(NC(=O)c4ccccc4OC)cc3C(=O)N2C)O1 | -4 | 10 | 1 | -5 | 3 | -1 | -15 | -3
O=C1O[C@H](c2ccccc2)[C@H](c2ccccc2)N2[C@H]1[C@@H](C(=O)NC[C@H](O)c1ccccc1)[C@]1(C(=O)Nc3ccc(C#CC4=CCCCC4)cc31)[C@H]2c1ccc(OCCO)cc1 | -1 | . | 4 | . | -19 | -2 | 17 | 2
C[C@@H]1CN([C@H](C)CO)C(=O)c2cc(-c3ccc(C#N)cc3)cnc2O[C@H]1CN(C)CC1CCCC1 | 0 | 6 | -1 | -14 | 17 | 13 | 6 | -10
Cc1ccc(-c2csc(NC(=O)c3ccccc3F)c2C(=O)O)cc1 | . | -63 | . | . | -3 | 12 | -14 | -120
O=C(NCc1ccccc1)C1CC(=O)N(C2CCCCCC2)C1 (stereo not given) | 4 | -27 | 4 | -1 | 2 | 2 | -4 | 3
C[C@H]1CN([C@@H](C)CO)S(=O)(=O)c2ccc(C3=CCCCC3)cc2O[C@@H]1CN(C)Cc1cncnc1 | -9 | 25 | 4 | . | -5 | -2 | . | 15
C[C@@H](NC(=O)[C@H]1[C@H](CO)[C@H]2Cn3c(ccc(-c4ccncc4)c3=O)[C@H]2N1C)c1ccccc1 | . | 7 | 1 | . | 4 | 2 | 3 | -2
C[C@H](CO)N1C[C@H](C)[C@@H](CN(C)C(=O)C2CCCCC2)Oc2ncc(/C=C/c3ccccc3)cc2C1=O | -10 | -5 | 0 | . | 38 | -2 | . | 0
COc1cccc(NC(=O)N2CC3(C2)[C@@H](c2ccccc2)[C@@H](CO)N3C(C)=O)c1 | 0 | -13 | . | -5 | 0 | 1 | 9 | -6
N#C/C(=C\c1ccc(O)c([N+](=O)[O-])c1)c1nc2ccccc2s1 | 8 | -16 | -8 | -6 | -4 | 4 | -13 | -12
C#CCNc1nc(CC)nc2c1nnn2Cc1ccccc1F | 0 | . | 8 | 2 | . | . | -2 | .
Cc1ccc(S(=O)(=O)N2CCCCC2)cc1NC(=O)COC(=O)C1CC2C=CC1C2 (stereo not given) | 11 | -9 | -6 | -3 | . | . | -9 | .
C[C@@H]1CN([C@H](C)CO)C(=O)c2cc(NC(=O)Cc3cn(C)c4ccccc34)ccc2O[C@H]1CN(C)Cc1ccc(Cl)c(Cl)c1 | 1 | . | 0 | . | 2 | -1 | . | 4
Fc1ccc(N2N=C(c3cccs3)CC2c2ccccc2)cc1 (stereo not given) | 4 | -67 | . | -2 | 2 | -3 | -9 | -5

By substructure: those above containing a furan ring, fused or not
SMILES | PGC1a acetyl inh | LGR2 inh | PglD DTNB | FN deposition inh | S100A4 inh HTS | ERAP1 HTS inh | PAX8 inh HTS | EWS-Fli block
COCc1c(C(=O)Nc2ccc(C)c(S(=O)(=O)N3CCOCC3)c2)oc2ccccc12 | -11 | -28 | 2 | 1 | -4 | 2 | -25 | -33
Cc1ccc(-c2nnn(CC(=O)N(CC(=O)NC(C)C)c3cnc4ccccc4c3)n2)o1 | -3 | 5 | -2 | . | -4 | 4 | . | 5

Following part:
SMILES | PGC1a acetyl inh | LGR2 inh | PglD DTNB | FN deposition inh | S100A4 inh HTS | ERAP1 HTS inh | PAX8 inh HTS | EWS-Fli block
CCN1N=C(c2ccccc2)CCC1=O | -3 | 6 | -1 | 18 | 2 | -2 | -13 | -1
COc1cccc(CNC(=O)CCc2ccc(OC)c(OC)c2)c1 | -2 | -3 | 0 | -13 | 0 | 2 | 7 | -5
Cc1oc(-c2ccccc2)nc1CS(=O)CC(=O)NC1CCCCCC1 (stereo not given) | -11 | 1 | 2 | 2 | -3 | -1 | 4 | .
Cc1ccccc1C(=O)N1CCC(C(=O)N(C)CC(=O)Nc2cccc(F)c2)CC1 | -5 | -11 | 1 | -3 | -1 | -8 | . | -1
Cc1ccc(/C=N/Nc2cn[nH]c(=O)n2)o1 | . | -2 | . | . | 3 | 7 | 4 | -2
COc1cc2c(c(OC)c1OC)C(c1ccccc1C)CC(=O)O2 (stereo not given) | 21 | -6 | -4 | -2 | -6 | . | -22 | -7

Whole records as entered above. Values in the order: PGC1a acetyl inh, LGR2 inh, PglD DTNB, FN deposition inh, S100A4 inh HTS, ERAP1 HTS inh, PAX8 inh HTS, EWS-Fli block
Cc1ccccc1C(=O)N1CCC(C(=O)N(C)CC(=O)Nc2cccc(F)c2)CC1 is listed with -5, -11, 1, -3, -1, -8, ., -1
CCN1N=C(c2ccccc2)CCC1=O is listed with -3, 6, -1, 18, 2, -2, -13, -1
Cc1ccc(/C=N/Nc2cn[nH]c(=O)n2)o1 is listed with ., -2, ., ., 3, 7, 4, -2
COc1cc2c(c(OC)c1OC)C(c1ccccc1C)CC(=O)O2 (stereo not given) is listed with 21, -6, -4, -2, -6, ., -22, -7
Cc1oc(-c2ccccc2)nc1CS(=O)CC(=O)NC1CCCCCC1 (stereo not given) is listed with -11, 1, 2, 2, -3, -1, 4, .
